High-throughput results as filed in PubChem.
LGR2 inh: inhibitors of bursicon-induced Drosophila LGR2 receptor cAMP signaling. 380,000 tested, 0.35% active. HEK293 LGR2, CRE-luciferase, bursicon-stimulated, 4 h. AID 720647. inhibition, % at 9.99 µM;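 active = drop in luminescence signal, shown as inhibition above about 50% in the replicate tests, limit read from the data, passing the limit was not always enough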;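 note: agonist challenge used bursicon conditioned medium at about half maximal strength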
SIRT5 inh: sirtuin-5 (human) deacylase inhibition | Q9NXA8 | Purified SirT5, succinyl-peptide AMC, trypsin-coupled fluorescence | inhibition, % at 15 µM | 330,000 tested, 1.1% active | AID 652115; in the data active = inhibition above about 15%
Target sequence (Q9NXA8 whole entry, looked up): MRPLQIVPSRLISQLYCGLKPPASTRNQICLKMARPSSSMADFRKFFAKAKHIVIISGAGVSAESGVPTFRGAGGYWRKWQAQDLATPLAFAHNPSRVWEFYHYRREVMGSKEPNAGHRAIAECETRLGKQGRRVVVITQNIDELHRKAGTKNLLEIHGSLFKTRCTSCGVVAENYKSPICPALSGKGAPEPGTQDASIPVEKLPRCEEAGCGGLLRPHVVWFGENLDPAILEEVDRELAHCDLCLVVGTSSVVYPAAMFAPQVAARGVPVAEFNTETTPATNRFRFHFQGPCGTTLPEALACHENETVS
FN deposition inh: fibronectin deposition inhibition; AH1F fibroblasts, Alexa488-fibronectin deposition fluorescence, overnight; inhibition, % at 12.6 µM; 350,000 tested, 0.086% active; AID 743247;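 active = mean inhibition across replicates of 30% or more, regardless of how many single replicates reach that level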;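 note: positive control wells lacked labelled fibronectin entirely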
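Material: AH1F fibroblasts assembling fluorescent fibronectin matrix; amount: 10000 AH1F cells/well; medium: DMEM, 2% serum; reagent: Alexa488-fibronectin, 24 nM final in well; dosing: single compound dose, delivered by pin transfer; incubation: 1 h adhesion, overnight exposure; detection: fluorescence after three HBSS washes, excitation 485 nm, emission 525 nm; measure: fibronectin deposition inhibition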
Statin myotox sup: protects C2C12 myotubes from simvastatin toxicity; rescue of ATP level, % at 7.49 µM; ATP luminescence, 48 h; scaled: DMSO 0, geranylgeraniol control 100; 330,000 tested, 0.78% active;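 active = mean ATP rescue above about 67%, or every replicate alone reaching that limit, limit read from the data, passing the limit was not always enough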;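 note: myotubes were challenged with 10 µM simvastatin during compound exposure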
S100A4 inh HTS: blocks human S100A4 binding to myosin IIA peptide; S100A4/TAMRA-MyoIIA peptide fluorescence polarization; AID 652163; 360,000 tested, 0.14% active; inhibition, % at 10.7 µM; P26447;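 active = mean inhibition of at least 70% across replicates, with every replicate also reaching that level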
Target sequence (P26447 whole entry, looked up): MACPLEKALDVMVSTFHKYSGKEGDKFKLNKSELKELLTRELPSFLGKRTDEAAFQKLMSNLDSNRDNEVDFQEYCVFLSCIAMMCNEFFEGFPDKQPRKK
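Test system – S100A4 monomer (human) · Compound – single-point compound testing · Schedule – 5 min incubation before reading · Probe or stimulus – TAMRA-labelled myosin IIA heavy-chain peptide probe, 5 nM · Benchmarks – neutral control DMSO, positive control TFP · Medium – Calcium-containing HEPES buffer, pH 7.2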
CASP6 VEID inh: caspase-6 (human) enzyme inhibition | purified caspase-6, Z-VEID-R110 cleavage fluorescence | inhibition, % at 12.5 µM | 350,000 tested, 0.53% active;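 active = mean inhibition across replicates at least about 35%, with every replicate also reaching that limit, limit read from the data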;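 note: 0% = median of neutral control wells and 100% = no fluorescence left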
Target sequence (P55212 24-179 limits assumed): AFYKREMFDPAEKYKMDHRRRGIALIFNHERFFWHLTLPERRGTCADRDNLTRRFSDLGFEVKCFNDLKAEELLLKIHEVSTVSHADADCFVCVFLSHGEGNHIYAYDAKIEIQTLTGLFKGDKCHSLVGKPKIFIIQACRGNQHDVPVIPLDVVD
Target sequence (P55212 194-293 limits assumed): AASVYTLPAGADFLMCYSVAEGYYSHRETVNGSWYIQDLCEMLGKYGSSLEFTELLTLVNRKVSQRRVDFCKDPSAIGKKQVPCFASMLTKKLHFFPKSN
esBAF inh: SWI/SNF esBAF complex inhibition; 350,000 tested, 2% active; reporter increase, % at 12.5 µM; mouse ES cells, Bmi1-luciferase knock-in reporter, 24 h; 100% = twice the neutral-well signal; in the data active = activation above about 40%;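 note: 0% = median of the plate's neutral control wells and 100% = double that signal; a rise in the Bmi1 reporter signal indicates esBAF inhibition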
The depositor's hits bear a star; x = not tested or not shown. Not all compounds are listed (hit frequency here may not be typical).

A first look (4 entries):
SMILES	LGR2 inh	SIRT5 inh	FN deposition inh	Statin myotox sup	S100A4 inh HTS	CASP6 VEID inh	esBAF inh
Cc1ccc(C)n1-c1sc2c(c1C(=O)O)CCCC2	-5	11	8	x	-12	52*	x
CC(=O)Nc1ccc(S(=O)(=O)N2CCC(C(=O)NC3CC3)CC2)cc1	-4	-3	-16	-5	-7	2	-3
CN(C(=O)c1ccc(NC(=O)C2CCCN(C(=O)OC(C)(C)C)C2)cc1)C1CCCC1 (stereo not given)	19	2	1	11	-2	1	1
CC(C)NC(=O)N(C)C[C@H]1Oc2cc(C#CCN(C)C)ccc2S(=O)(=O)N([C@@H](C)CO)C[C@H]1C	-13	0	-5	-1	-13	1	-4

This part in full, from the start:
SMILES	LGR2 inh	SIRT5 inh	FN deposition inh	Statin myotox sup	S100A4 inh HTS	CASP6 VEID inh	esBAF inh
Cc1ccc(C)n1-c1sc2c(c1C(=O)O)CCCC2	-5	11	8	x	-12	52*	x
CC(=O)Nc1ccc(S(=O)(=O)N2CCC(C(=O)NC3CC3)CC2)cc1	-4	-3	-16	-5	-7	2	-3
CN(C(=O)c1ccc(NC(=O)C2CCCN(C(=O)OC(C)(C)C)C2)cc1)C1CCCC1 (stereo not given)	19	2	1	11	-2	1	1
CC(C)NC(=O)N(C)C[C@H]1Oc2cc(C#CCN(C)C)ccc2S(=O)(=O)N([C@@H](C)CO)C[C@H]1C	-13	0	-5	-1	-13	1	-4
Cc1ccc(C2=NC3(CCCCC3)NC2=S)cc1	-11	0	5	x	-1	-3	x
O=C(c1ccc(F)cc1)N1CCCCN2[C@H](CO)[C@@H](c3ccc(-c4ccccc4)cc3)[C@@H]2C1	24	5	x	x	1	3	x
Cc1ccccc1NC(=O)/C(C#N)=C/c1ccc[nH]1	-34	2	-4	10	-16	1	24
CN1C(=O)c2cc(NC(=O)c3cnccn3)ccc2OC[C@@H]2O[C@@H](CC(=O)N[C@H]3CCN(Cc4ccccc4)C3)CC[C@H]21	8	2	11	22	0	9	-9
Cc1cccc(C)c1NC(=O)CNC(=O)c1ccc(N2CCCC2=O)cc1	-3	-3	5	5	-11	-3	-2
O=C(C[C@@H]1C=C[C@@H](NC(=O)Nc2ccccc2F)[C@@H](CO)O1)NCc1ccc(F)cc1	14	2	x	-9	-5	-1	-2
CC(C)OCCCNC(=O)NC(=O)c1ccc(Cl)cc1	-11	x	-3	x	5	-4	x
Cc1ccc(CC2CC(=O)N(c3ccc(C)cc3)C2=O)cc1 (stereo not given)	8	2	x	3	8	-2	-5

A different layout for part of the listing above:
CN1C(=O)c2cc(NC(=O)c3cnccn3)ccc2OC[C@@H]2O[C@@H](CC(=O)N[C@H]3CCN(Cc4ccccc4)C3)CC[C@H]21
  LGR2 inh: 8 | SIRT5 inh: 2 | FN deposition inh: 11 | Statin myotox sup: 22 | S100A4 inh HTS: 0 | CASP6 VEID inh: 9 | esBAF inh: -9
Cc1cccc(C)c1NC(=O)CNC(=O)c1ccc(N2CCCC2=O)cc1
  LGR2 inh: -3 | SIRT5 inh: -3 | FN deposition inh: 5 | Statin myotox sup: 5 | S100A4 inh HTS: -11 | CASP6 VEID inh: -3 | esBAF inh: -2
Cc1ccc(C)n1-c1sc2c(c1C(=O)O)CCCC2
  LGR2 inh: -5 | SIRT5 inh: 11 | FN deposition inh: 8 | Statin myotox sup: x | S100A4 inh HTS: -12 | CASP6 VEID inh: 52* | esBAF inh: x
O=C(c1ccc(F)cc1)N1CCCCN2[C@H](CO)[C@@H](c3ccc(-c4ccccc4)cc3)[C@@H]2C1
  LGR2 inh: 24 | SIRT5 inh: 5 | FN deposition inh: x | Statin myotox sup: x | S100A4 inh HTS: 1 | CASP6 VEID inh: 3 | esBAF inh: x

Additional records:
SMILES	LGR2 inh	SIRT5 inh	FN deposition inh	Statin myotox sup	S100A4 inh HTS	CASP6 VEID inh	esBAF inh
CC1=C(C(=O)Nc2cc(C)ccn2)C(c2ccc(C)cc2)C2=C(CCCC2=O)N1 (stereo not given)	-16	x	x	20	x	x	-2
Oc1cncc(Cc2ccccc2)c1	-3	-7	1	-6	-5	1	-1
CC(=O)NC1(c2nnnn2CCOC(=O)Nc2ccc(Cl)cc2)CCCC1	-19	1	1	x	1	-3	x
COc1ccc(S(=O)(=O)N2CCC(C(=O)NCC3CCCCC3)CC2)cc1	3	-7	-10	-6	30	6	2
COCCNC(=O)/C(C#N)=C/c1cccc(OCc2ccccc2)c1	1	-2	-3	x	7	-9	x
NC(=O)C12NC(Cc3ccccc31)c1ccccc12 (stereo not given)	28	x	x	x	-3	3	x
CCOC(=O)[C@H]1Nc2ccc(Cl)cc2[C@@H]2[C@H]1C1CC(c3ccccc31)N2C(=O)OCc1ccccc1 (stereo not given in full)	14	-5	3	4	-3	-3	-9
Cc1ccc(S(=O)(=O)N2CCC(C(N)=O)CC2)cc1C(=O)NC1CCCCC1	1	-2	1	-18	-4	-1	x
COc1ccc(C2C=C(c3ccc(F)cc3)NC(=S)N2)cc1OC (stereo not given)	2	-2	-4	-1	-2	2	-2
CCOC(=O)c1ccc[n+](CC(=O)Nc2ccccc2OC(F)F)c1	-12	-1	4	x	2	2	x
O=C(c1cc(C(=O)N2CCOCC2)c2nc3ccccc3n2c1)c1ccccc1O	10	1	-4	x	-2	3	x
CCn1c(SCc2ccc(OC)c(F)c2)nc2ccccc2c1=O	-6	0	-2	18	-2	1	-4
COc1ccc(-c2c(C#N)sc(C(N)=O)c2-c2ccc(OC)cc2)cc1	17	-6	-1	x	-2	-1	x
COc1cc(CCC(=O)N2CCN(c3ccc([N+](=O)[O-])cc3)CC2)cc(OC)c1OC	-3	-2	0	11	-2	0	8
COc1ccc(/C=N/NC(=O)c2ccn[nH]2)cc1CSc1ccccn1	-53	1	3	5	8	2	45*
COc1ccc(Nc2nc(-c3cccc([N+](=O)[O-])c3)nc3ccccc23)c(OC)c1	-6	11	1	x	3	-4	x
C[C@H](CO)N1C[C@H](C)[C@@H](CN(C)Cc2ccc(C(F)(F)F)cc2)Oc2ccc(NC(=O)Cc3ccccc3)cc2C1=O	12	10	x	-16	-13	4	-4
CCc1nnc(NC(=O)CCC(=O)N2CCN(c3ccccn3)CC2)s1	x	x	-3	3	x	x	-1
Cc1cc(NC(=O)CSc2ncccc2C(=O)O)no1	-17	0	6	7	-9	5	4
Cc1cc(C)c(NC(=O)COC(=O)c2c(C)noc2C)c(Cl)c1	x	-3	5	8	-8	-3	-1
COc1ccccc1CCC(=O)Nc1ccc(OC)c(S(=O)(=O)N2CCOCC2)c1	-11	-2	4	13	-7	2	4
C[C@@H]1CCCCO[C@@H](CN(C)Cc2ccc(C(F)(F)F)cc2)[C@@H](C)CN([C@H](C)CO)C(=O)c2cc(NC(=O)Nc3ccc4c(c3)OCO4)ccc2O1	14	10	x	x	11	3	4
COc1cc(CNC(=O)c2cccc(COc3ccc(Cl)cc3)c2)cc(OC)c1	8	x	6	x	5	-1	x
CC1=NN(c2ccc(S(=O)(=O)O)cc2C)C(=O)C1	6	-2	4	x	0	10	x
NS(=O)(=O)c1ccc(CCNC(=O)CNC(=O)Cc2cccc3ccccc23)cc1	17	0	-5	x	-1	x	x
N#Cc1ccc(-c2ccc([C@H]3[C@@H](CO)N4CCCCN(C(=O)Nc5ccc(F)cc5)C[C@@H]34)cc2)cc1	13	1	x	13	-8	2	-3
O=C(C1CC1)N1CC(=O)N2[C@H](CO)[C@H](c3ccc(-c4cccnc4)cc3)[C@@H]2C1	2	-1	2	x	-8	-1	x
CC(NC(=O)CCn1c(=S)[nH]c2ccsc2c1=O)c1ccccc1 (stereo not given)	4	-3	2	7	2	2	0
Oc1ccc(C[C@H]2CNCCN2CC2(c3ccccc3)CC2)cc1	-14	-1	5	-21	-2	-1	1
O=C(Cc1ccccc1)NC1CCN(S(=O)(=O)c2cccc(F)c2)CC1	x	x	-4	4	x	x	-3
COc1ccc(C(=O)NNC(=O)CCc2ccccc2OC)cc1	-7	7	-1	-7	5	-2	-6
CC(C)N(Cc1ccccc1)C(=S)NCCN1CCOCC1	-14	1	-3	x	1	1	x
CCC(=O)N(C)C[C@@H]1Oc2cc(C#Cc3ccccc3)ccc2S(=O)(=O)N([C@@H](C)CO)C[C@@H]1C	13	4	-7	19	4	0	5
Fc1cccc(Cc2c(-c3ccccc3)nc3c(Cl)cc(C(F)(F)F)cn23)c1	-2	1	-5	6	-5	-2	12
CCOc1ccc(CCNC(=O)Cn2ccc3cc(S(=O)(=O)N4CCCC4)ccc32)cc1	-9	-4	0	10	0	-2	4
Cc1c(-c2ccc(Cl)cc2)[n+](=O)c2c(n1[O-])CCCC2	-10	3	5	x	7	1	x
COc1cccc(/C=C/C(=O)N2CCN(S(=O)(=O)c3ccccc3)CC2)c1	5	1	6	10	3	1	4
Cc1noc(C)c1S(=O)(=O)N(C)C[C@@H]1Oc2ccc(NC(=O)CCC(F)(F)F)cc2CC(=O)N([C@H](C)CO)C[C@H]1C	16	-6	6	8	2	1	0
O=C(Nc1ccc([N+](=O)[O-])cc1)c1cccc(S(=O)(=O)Nc2ccccn2)c1	16	x	5	-23	0	-1	2
N#C[C@@H]1[C@H](c2ccccc2C2=CCCC2)[C@H](CO)N1C(=O)Cc1ccncc1	-5	4	-2	x	-2	1	x
O=C(NC(Cc1c[nH]c2ccccc12)C(=O)N/N=C/c1ccc(Br)cc1)c1cccs1 (stereo not given)	18	-3	x	0	1	0	4
Cc1cccc(NC(=O)NNC(=O)c2cc3occc3[nH]2)c1C	7	-2	-7	4	-1	2	0
COC(=O)Cc1c(C(=O)OC)nnn1-c1ccc(OC)cc1	5	-2	12	-9	-1	0	-6
CC(=O)Nc1ccc2c(c1)nc(CCN1CCN(c3ccccn3)CC1)n2C	-7	-6	2	6	1	0	2
O=[N+]([O-])c1cccc(NC(=S)N2CCc3ccccc32)c1	-26	2	-1	x	-6	1	x
COc1ccc(/C=N/N(C)C2=NS(=O)(=O)c3ccccc32)cc1OC	-11	0	8	-28	-4	-2	-5
O=C(NC1CCCC1)C(c1cccs1)N(Cc1ccco1)C(=O)Cn1nnc(-c2cccs2)n1 (stereo not given)	1	-1	x	-32	6	-2	-3
Cc1cc(Br)cn2c(CC(C)(C)C)c(C3CCCCC3)nc12	-5	3	-12	-7	-6	0	-8

Full records, looked up by structure. Values in the order: LGR2 inh, SIRT5 inh, FN deposition inh, Statin myotox sup, S100A4 inh HTS, CASP6 VEID inh, esBAF inh
CCOC(=O)[C@H]1Nc2ccc(Cl)cc2[C@@H]2[C@H]1C1CC(c3ccccc31)N2C(=O)OCc1ccccc1 (stereo not given in full) in the list: 14, -5, 3, 4, -3, -3, -9
Cc1c(-c2ccc(Cl)cc2)[n+](=O)c2c(n1[O-])CCCC2 in the list: -10, 3, 5, x, 7, 1, x
CC1=C(C(=O)Nc2cc(C)ccn2)C(c2ccc(C)cc2)C2=C(CCCC2=O)N1 (stereo not given) in the list: -16, x, x, 20, x, x, -2

The listing continues.
SMILES	LGR2 inh	SIRT5 inh	FN deposition inh	Statin myotox sup	S100A4 inh HTS	CASP6 VEID inh	esBAF inh
Cc1nc(Cl)sc1C(=O)Nc1ccccc1Cl	-3	-2	-1	6	1	12	-3
O=C(COc1ccccc1)N=C1SC2CS(=O)(=O)CC2N1CCc1ccccc1 (stereo not given)	-3	-10	-11	-3	1	-3	5
CO[C@@H](CN(C)S(=O)(=O)c1cccc(Cl)c1)[C@H](C)CN([C@H](C)CO)S(=O)(=O)c1cccc(Cl)c1	0	2	6	-18	0	-2	7
C[C@@H]1CN([C@@H](C)CO)S(=O)(=O)c2ccc(C#Cc3ccncc3)cc2O[C@H]1CN(C)C(=O)C1CCCCC1	-2	5	x	-39	6	0	3
CCN(CC)Cc1c(C(=O)N/N=C/c2cccnc2)nnn1-c1nonc1N	18	0	10	0	5	-1	-7
Cc1noc(C)c1S(=O)(=O)N(C)C[C@@H]1Oc2c(NS(=O)(=O)c3cn(C)cn3)cccc2C(=O)N([C@@H](C)CO)C[C@@H]1C	3	1	2	-28	-2	-2	-8
